EPAC1 ag – agonists of human EPAC1; EPAC1 agonist qHTS, biochemical assay; response scale: 100% = response to 6.5 mM cAMP; Potency, µM (titrated, usually from 154 µM), without a hit: at the highest dose activation, usual class: activators; actives 0.073% (n = 360,000); further: potency means the concentration at half of the fitted maximal effect; nearly all actives have a fitted effect of over 60% in size
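Nucleotide exchange assay: 100 nM EPAC1 with 250 nM Rap1B loaded with BODIPY-GDP and 50 uM GDP, room temperature. Fluorescence (480/540 nm) read every 5 min for 30 min; signal change normalized to 6.5 mM cAMP as full agonist.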
CCT chaperon mod – changes cytosolic chaperonin activity. purified chaperonin ATPase assay, HTRF ADP detection, 30 min. activity change, % (test concentration not listed), hits read low. actives 0.3% (n = 360,000). AID 651819; in the data active means activity change below about -30%; further: on the % scale 0 is the no-effect control and ±100 the full control effect
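First, chaperonin was dispensed at 40 nM or 20 nM final depending on batch activity. Next, compounds were pinned at 76 uM and ATP added at 10 uM. After 30 min at 37 °C, ADP detection reagents ran 30 min at ambient temperature.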
PLK1 PBD block – inhibitors of human PLK1 polo-box domain binding | Potency, µM, for inactives: max response, negative = inhibition, actives largely listed as inhibitors | actives 2.8% (n = 360,000) | Plk1 PBD binding of FITC phosphopeptide, fluorescence polarization | P53350; further: potency means the concentration at half of the fitted maximal effect; series mostly up to about 57 µM; on the % scale 0 is the no-effect control and ±100 the full control effect; nearly all actives have a fitted effect of over 65% in size
Target sequence (P53350 whole entry, looked up, the tested form may be a part): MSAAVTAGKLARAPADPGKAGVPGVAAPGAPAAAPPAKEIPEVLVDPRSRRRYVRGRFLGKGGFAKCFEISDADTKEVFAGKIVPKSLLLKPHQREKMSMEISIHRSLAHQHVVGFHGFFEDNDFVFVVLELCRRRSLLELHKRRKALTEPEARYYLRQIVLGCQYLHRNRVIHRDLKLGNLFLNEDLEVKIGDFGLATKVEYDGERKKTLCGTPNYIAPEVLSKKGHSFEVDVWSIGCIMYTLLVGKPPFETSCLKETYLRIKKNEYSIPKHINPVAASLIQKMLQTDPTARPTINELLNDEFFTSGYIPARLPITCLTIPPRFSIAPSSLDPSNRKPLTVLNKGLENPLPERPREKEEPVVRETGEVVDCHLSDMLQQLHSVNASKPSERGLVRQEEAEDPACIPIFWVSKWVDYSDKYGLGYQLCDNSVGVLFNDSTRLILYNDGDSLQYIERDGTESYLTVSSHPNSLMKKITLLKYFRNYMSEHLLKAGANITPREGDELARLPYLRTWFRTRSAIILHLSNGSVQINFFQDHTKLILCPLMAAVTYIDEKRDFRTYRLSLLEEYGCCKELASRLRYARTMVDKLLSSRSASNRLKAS
IL2 activator – activates IL-2 in a cell-based reporter assay | IL-2 activation reporter assay, cell-based qHTS; stimulated with anti-CD3/CD4/CD28 beads; in transgenic mouse T cells | activation, % (series mostly up to about 46 µM) | actives 0.065% (n = 360,000) | AID 652025; in the data active means activation above about 50%; inconclusive means mostly about 30% to 49%; further: 0% is about no effect
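Screening format: compound pinned onto unstimulated transgenic mouse T cells, 60 min incubation, then anti-CD3/anti-CD4/anti-CD28 bead stimulation for 18 hours at 37 degrees C, followed by EGFP and DsRed detection.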
EPAC1 antagonist – antagonists of human EPAC1 | AID 720709 | O95398 | EPAC1 GEF assay, Rap1b-BODIPY-GDP exchange fluorescence | actives 0.14% (n = 360,000) | Potency, µM (series often up to 115 µM), for the others: top-dose activity change, negative = inhibition, actives largely listed as inhibitors;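 further: potency means the concentration at half of the fitted maximal effect; plate controls were vehicle for no effect and positive control for full effect; nearly all actives have a fitted effect of over 50% in size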
PI5P4Ka inh – inhibitors of human PI5P4K alpha; max response, %; PI5P4Kalpha enzyme, ADP-Glo luminescence, 60 min; active compounds read low; actives 1.2% (n = 330,000); AID 652105; active means max response of -50% or lower; inconclusive means between -30% and -50%; inactive means -30% or higher; further: value at the top dose of about 77 µM; on the % scale 0 is the no-effect control and ±100 the full control effect
Target sequence (P48426 whole entry, looked up): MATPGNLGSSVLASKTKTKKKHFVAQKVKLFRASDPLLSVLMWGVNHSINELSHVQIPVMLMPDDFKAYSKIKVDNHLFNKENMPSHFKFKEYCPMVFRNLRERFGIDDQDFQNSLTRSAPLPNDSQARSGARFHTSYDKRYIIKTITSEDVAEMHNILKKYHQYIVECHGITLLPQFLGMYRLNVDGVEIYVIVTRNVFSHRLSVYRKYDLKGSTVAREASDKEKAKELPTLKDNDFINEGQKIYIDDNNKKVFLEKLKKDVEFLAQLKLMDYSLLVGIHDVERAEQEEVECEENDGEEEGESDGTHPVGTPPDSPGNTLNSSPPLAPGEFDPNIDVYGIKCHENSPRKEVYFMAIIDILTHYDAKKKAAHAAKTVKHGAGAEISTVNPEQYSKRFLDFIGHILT
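ADP-Glo luminescence end-point read after a 60 min room-temperature kinase reaction of PI5P4Kalpha plus substrate, initiated with ATP at 5 microM final. Buffer: 0.038 M HEPES pH 7.4, EGTA, 0.1% CHAPS, 5% DMSO.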
EPAC2 ag – activates human EPAC2 exchange factor | EPAC2 activation, biochemical qHTS; response scale: 100% = 6.5 mM cAMP response | AID 720711 | actives 0.079% (n = 360,000) | Potency, µM (doses to about 154 µM), for the others: top-dose activation, usual class: activators | Q8WZA2; further: potency means the concentration at half of the fitted maximal effect; nearly all actives have a fitted effect of over 50% in size
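Exchange assay: 100 nM EPAC2 with 250 nM Rap1B-BODIPY-GDP and 50 uM GDP. Fluorescence (ex 480/em 540 nm) read every 5 min for 30 min at room temperature. Data normalized to 6.5 mM cAMP as agonist control.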
WRN helicase inh – blocks human WRN helicase; actives 0.46% (n = 360,000); WRN helicase unwinding, fluorescent forked duplex, kinetic; Q14191; Potency, µM (highest dose often 114 µM), for the others: at the top dose activity change, negative = inhibition, actives largely listed as inhibitors; further: potency means the concentration at half of the fitted maximal effect; on the % scale 0 is the no-effect control and ±100 the full control effect; nearly all actives have a fitted effect of over 55% in size
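WRN at 20 nM final preincubated with compound 15 min at room temperature; reaction started with 100 nM fluorophore/quencher forked duplex oligonucleotide and 2 mM ATP final. Unwinding followed kinetically by red fluorescence (ex 525, em 598 nm).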
* marks the source's active call; other numbers are inactive results; ? = inconclusive; / = not tested or not shown; & = joins results of further samples; [ ] = dose if it differs, or a comment. Unless noted, the call rests on the fitted dose curve; in most records, active means well fitted curve in the direction sought with a large enough effect; inconclusive means small, poorly fitted or top-dose-only effect, or another doubt; inactive means no such curve, though single readings can be large; an effect the other way counts as inactive or inconclusive. A portion of the library; count on the stated rates, not on these rows.

The line under a structure holds: EPAC1 ag	CCT chaperon mod	PLK1 PBD block	IL2 activator	EPAC1 antagonist	PI5P4Ka inh	EPAC2 ag	WRN helicase inh
COc1cccc(C(c2nnnn2C2CCCC2)N2CCC3(CC2)C(=O)NCN3c2ccccc2)c1OC (stereo not drawn)
 : 0%	-0.3	2%	-0.5	-1%	-2	2%	-3%
Cc1ccnc(-n2c(-c3ccccc3)nc3ccccc3c2=O)c1
 : 3%	-0.5	-8%	-2.4	3%	/	-8%	0%
O=C(c1cc(F)ccc1F)C1CCCN(Cc2cccc(Cl)c2)C1 (stereo not drawn)
 : 4%	0.4	-1%	-0.6	-7%	12	9%	-5%
O=C(CCC(=O)N1CCC2(CC1)OCCO2)Nc1nnc(C2CCCCC2)s1
 : 1%	-1.0	-3%	0.5	-3%	3	3%	0%
Cc1cccc(N2CCN(CCc3ccccc3)CC2)c1C
 : 7%	-19	-2%	-0.3	-4%	1	10%	-5%
Cc1ccc(N)c(N)c1
 : -9%	-1.1	-5%	0.1	9%	11	14%	-1%
COC(=O)C1=C(c2cccc(OCc3ccccc3)c2)C[C@@H]2CC[C@H]1N2C
 : 2%	1.3	7%	-1.7	?	12	3%	-7%
COc1ccc(C2SCC(=O)Nc3c2c(C)nn3C2CCOC(C)(C)C2)cc1 (stereo not drawn)
 : 2%	-2.2	-16%	-2.2	-14%	/	10%	2%
CC(C)CNC(=O)c1c(N)n(Cc2ccc3c(c2)OCO3)c2nc3ccccc3nc12
 : 0%	0.7	-28%	-1.0	0%	5	-13%	-11%
COc1ccc(/C=N/N=C(/N)N[N+](=O)[O-])c(OC)c1
 : 5%	-0.4	2%	-0.3	-4%	-12	10%	-14%
COc1ccc(-n2c(/C=C3\C(=O)Nc4ccccc43)nc3ccccc3c2=O)cc1
 : 4%	1.5	3%	-0.8	20%	2	-1%	4%
CN1CCc2c(c(N3CCCCC3)nc3n[nH]c(N)c23)C1
 : 8%	-4.0	-8%	4.2	-6%	/	-1%	-9%
O=c1c2ccccc2nc(CNCc2ccco2)n1-c1ccc(F)cc1
 : 8%	-3.4	-2%	2.7	-6%	-13	13%	3%
CC(C)(C)c1ccc(OC(=O)N2CCCCC2)cc1
 : -7%	-0.8	24µM*	-0.8	-9%	0	-8%	-2%
COc1ccc(-c2nn(CCC#N)cc2C(=O)NCc2ccccc2)cc1OC
 : -12%	0.6	-5%	-0.3	2%	3	-2%	3%
CCCc1[nH][nH]c(=O)c1C(c1ccc(Cl)cc1)C(C#N)C#N (stereo not drawn)
 : 4%	-1.1	21µM*	-2.3	10%	/	12%	-8%[57.1 µM]
O=[N+]([O-])c1ccc(C(c2ccc([N+](=O)[O-])cc2)c2ccc([N+](=O)[O-])cc2)cc1
 : -6%	-2.6	-5%	-0.2	-14%	4	8%	-4%
CC(C)NS(=O)(=O)c1ccc(OCC(=O)N2CCN(C)CC2)cc1
 : -3%	-1.6	-5%	-0.1	-13%	0	6%	9%
c1cc2c(cc1NC1=NCCO1)CCCC2
 : 7%	-2.7	-3%	-0.4	3%	-8	1%	0%
COC(=O)C1=C(c2ccc(F)cc2OCc2ccccc2)C[C@@H]2CC[C@H]1N2C(=O)N1CCC(C)CC1
 : 7%	1.6	6%	-0.7	-14%	0	2%	-3%
CCOC(=O)c1sc(=NC(=O)c2ccc(C)c(C)c2)n(C)c1C
 : 9%	0.4	27µM*	0.1	-14%	-26	2%	-16%
O=C(C(Cc1ccccc1)NS(=O)(=O)c1cccc2nsnc12)N1CCC2(CC1)OCCO2 (stereo not drawn)
 : 9%	-1.5	-12%&-7%	-1.5	0%	-13	-3%	-1%
COc1ccc2c3c1OC1C(O)C=CC4[C@@H](C2)N(C)CC[C@]314 (stereo partly drawn)
 : -8%	0.9	0%	-0.3	6%	9	1%	3%
O=c1c2ccccc2nc(/C=C/c2ccc(F)cc2)n1-c1ccccn1
 : -10%	-2.5	-6%	-3.1	-9%	0	8%	8%
CCN(CC)CC(O)c1ccc(C2CCCC2)cc1 (stereo not drawn)
 : -7%	1.7	-8%	-2.3	-19%	-7	11%	-2%
CC1CCC(C)(NS(=O)(=O)OCC(Cl)(Cl)Cl)CC1 (stereo not drawn)
 : -1%	0.7	0%	-0.3	-25%	4	-8%	-3%
CCC(=NCCCn1ccnc1)c1c(O)n(-c2ccccc2)c(=O)[nH]c1=O
 : 8%	-1.2	-11%	-0.6	4%	-2	9%	13%
Fc1ccc(CNCCc2c[nH]c3ccccc23)cc1
 : -1%	-2.4	-16%	-2.1	-24%	15	8%	10%
CCOc1ccc(N2C(=O)/C(=C\c3cccs3)C(=O)NC2=S)cc1
 : -3%	0.9	2.7µM*	-6.9	22%	-64*	6%	40µM*
CCCCn1c(O)c(C(CC)=NCc2cc(OC)cc(OC)c2)c(=O)[nH]c1=O
 : 1%	2.2	-3%	-1.9	0%	/	-13%	5%
CC(C)COP(=O)(OCC(C)C)C(O)c1cccnc1 (stereo not drawn)
 : 0%	-3.7	-5%	-0.9	14%	1	1%	-35%[57.1 µM]
CC(=O)Nc1ccccc1OC(=O)N(C)C
 : 3%	0.3	-2%	-1.4	9%	-2	8%	-7%
C[C@]12CCC3C(CC[C@@H]4[C@H]5O[C@H]5CC[C@]34C)C1CC[C@@H]2O (stereo partly drawn)
 : -7%	1.5	1%	0.3	8%	9	0%	13%
O=C(O)CN1C(=O)CN=C(c2ccccn2)c2cc(Cl)ccc21
 : -19%	0.5	2%	2.5	7%	2	1%	1%
O=C1NCN(c2ccccc2)C12CCN(C(c1ccnc3ccccc13)c1nnnn1-c1ccc3c(c1)OCCO3)CC2 (stereo not drawn)
 : -7%	0.3	5%	-0.5	-18%	-6	3%	2%
CN(C)C(=O)Oc1ccc2c(c1)O/C(=C\c1cccc([N+](=O)[O-])c1)C2=O
 : 6%	0.4	-4%	1.1	-17%	-2	4%	-8%
CC[N+]12CCC(CC1)C(C(O)(c1ccccc1)c1ccccc1)C2 (stereo not drawn)
 : 14%	-3.2	-12%	-3.4	-2%	1	18%	6%
Cn1c[n+](C)cc1C(O)c1ccccc1 (stereo not drawn)
 : -10%&3%	-2.1&0.7	-14%&-3%	-3.5&2.4	8%&5%	2	2%&10%	-32%[57.1 µM]
S=P(NC1CCCCC1)(N1CC1)N1CC1
 : 11%	-1.1	?	0.7	7%	2	4%	0%
Cc1nc2ccccc2c(=O)n1-c1ccc(-c2ccccc2)cc1
 : 7%	-1.2	2%	-1.9	3%	-3	-6%	2%
COc1ccc(N2C(=O)/C(=C/c3ccco3)C(=O)NC2=S)cc1
 : 13%	-0.8	2.7µM*	1.1	?	-103*	0%	18µM*
CCNC(=O)NC(=O)C(C)OC(=O)c1c(C)nn(Cc2ccccc2)c1Cl (stereo not drawn)
 : 10%	-2.4	-3%	-3.0	-18%	8	-6%	8%
C[C@]12CC[C@H](O)CC1=C([N+](=O)[O-])CC1C2CC[C@@]2(C)C1CC[C@@H]2O (stereo partly drawn)
 : 2%	-9.2	4%	0.9	-6%	-4	-1%	-19%
CN1CCC(N(C)c2nc(-c3ccccc3)nc3ccccc23)CC1
 : 4%	-1.4	-8%	-1.5	-4%	/	11%	-8%[57.1 µM]
O=C1C=C(N2CC2)c2ccccc2C1=O
 : 14%	1.6	15µM*	0.8	?	-66*	15%	45µM*
Cc1nc2ccc(Cl)cc2c(=O)n1-c1ccc([N+](=O)[O-])cc1
 : -2%	-0.5	-1%	-3.0	-6%	0	6%	-3%
COC(=O)C1=C(c2ccc(F)cc2OCc2ccccc2)C[C@@H]2CC[C@H]1N2C(=O)NCc1cc(C)oc1C(F)(F)F
 : -16%	-2.1	3%	-5.0	-1%	-1	-10%	-7%
C[C@H]1CC[C@@]2(C)[C@@H](CC[C@@H]3[C@@H]2CC[C@]2(C)[C@@H](O)CC[C@@H]32)C1
 : -2%	-1.3	27µM*	-2.5	-1%	39	-21%	-9%
CCOC(=O)C1(CCc2ccccc2)CCN(C(C)CSC)CC1 (stereo not drawn)
 : -3%	-0.9	-2%	0.5	-29%	-1	6%	-5%
O=c1c2ccccc2nc(/C=C/c2cccnc2)n1Cc1ccccc1
 : -1%	0.8	-11%	-0.2	?	2	0%	32µM*
CCCCn1c(N)c(N(CCOC)C(=O)CN2CC=C(c3ccccc3)CC2)c(=O)[nH]c1=O
 : 8%	1.9	-10%	-4.2	2%	2	7%	-1%
CN(C)C1(CNC(=O)Nc2ccc(Cl)c(Cl)c2)CCCCC1
 : 7%	0.3	-7%	-0.6	10%	7	7%	11%
CCc1ccc(N2C(=O)NC(=O)C(Cc3ccc(OC)cc3OC)C2=O)cc1 (stereo not drawn)
 : -1%	1.8	-12%	-2.3	10%	1	3%	-3%
CCOC(=O)Cn1cc(C(=O)c2ccccc2)c2ccccc21
 : -3%	1.3	3%	0.4	-14%	5	2%	4%
CC(=O)C1(O)CCC2C3CCC4=C(Cl)C(=O)CCC4(C)C3CCC21C (stereo not drawn)
 : -4%	-3.2	-1%	-0.8	-13%	1	0%	1%
O=C1CC[C@@]2(O)[C@H]3Cc4ccc(O)c5c4[C@@]2(CCN3CC2CC2)[C@H]1O5
 : -2%	0.0	-16%	-0.4	-1%	4	7%	2%
CCOC(=O)[C@]12Cc3cc(C)ccc3[C@H]1N(C(C)C)C(=O)c1ccccc12
 : -2%	1.0	11µM*	-1.2	-2%	-8	6%	-2%
CN(C(=O)Cc1ccc2c(c1)OCO2)C1CCCN(Cc2ccccc2F)C1 (stereo not drawn)
 : -3%	0.1	-3%	-2.0	-3%	0	7%	1%
Cc1cc(/C=C2\C(=O)NC(=O)N(c3ccc(Br)cc3)C2=O)c(C)n1-c1cc(C(=O)O)cc(C(=O)O)c1
 : -2%	-0.1	12µM*	-2.8	1%	-77*	-1%	22µM*
CN1CCCC1c1ccc(=O)[nH]c1 (stereo not drawn)
 : 7%	-0.6	3%	-2.4	2%	16	2%	0%
CCc1ccc(CN2CCN(Cc3cc(Br)ccc3O)CC2)cc1
 : 5%	1.2	-7%	0.3	-17%	7	15%	-16%
